mIDH1 inhibitor = qHTS for Inhibitors of mutant isocitrate dehydrogenase 1 (IDH1): qHTS; Isocitrate dehydrogenase [NADP] cytoplasmic (Homo sapiens), O75874; IDH1-R132H enzyme, NADPH consumption, diaphorase/resazurin fluorescence; Potency, µM (doses to about 76.6 µM), inactives show top-dose activity change, negative = inhibition, hits mostly inhibitors; 390,000 compounds, 0.093% hits; AID 602179, 2012; further: potency means the concentration at half of the fitted maximal effect; on the % scale 0 is the no-effect control and ±100 the full control effect; nearly all actives have a fitted effect of over 65% in size
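IDH1-R132H (0.5 ug/mL) preincubated 30 min with compound, then NADPH (0.016 mM) and alpha-KG (2 mM) added; 80 min at RT, pH 7.5. Remaining NADPH coupled via diaphorase/resazurin to fluorescence (540/590 nm); concentration-response curves normalized to no-enzyme control.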
TrxR1 substrate = qHTS Assay for Substrates of Mammalian Selenoprotein Thioredoxin Reductase 1 (TrxR1): qHTS. Thioredoxin reductase 1, cytoplasmic (Rattus norvegicus), O89049. purified TrxR1 substrate turnover, NADPH consumption readout. 390,000 compounds, 0.01% hits. Potency, µM (top dose mostly 114 µM), without a hit: at the highest dose activity change, negative = substrate turnover; further: potency means the concentration at half of the fitted maximal effect; on the % scale 0 is the no-effect control and ±100 the full control effect; nearly all actives have a fitted effect of over 50% in size
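Rat TrxR1, dispensed at 90 nM, was prereduced with 400 uM NADPH (final) for 5 min at ~22 deg C, then incubated with compound 15 min before 400 uM selenite. A first-read NADPH fluorescence drop versus no-compound background flagged substrates.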
D2 agonist = HTS Assay for Allosteric Agonists of the Human D2 Dopamine Receptor: Primary Screen for Agonists. HEK293 T-REx D2 cells, calcium flux agonist mode. AID 485358, 2010. activation, % at 2 µM. 340,000 compounds, 0.53% hits;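 active means activation over 3 SD above normal in the single-dose calcium agonist read, cut at about 30% in these data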; further: 0% is about no effect
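HEK293 Trex D2 cells, tetracycline-induced, o/n 30 C 5% CO2; no-wash Ca dye, RT 30–90 min; 10-cycle baseline, 23 nl cpd added, kinetic Ca read 180 s; agonist hits = positive Ca response.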
TRHR agonist = qHTS for Small Molecule Agonists and Allosteric Enhancers of Human TRH Receptor: Primary Screen for Agonists | 360,000 compounds, 0.18% hits | Thyrotropin-releasing hormone receptor (Homo sapiens), P34981 | activation, % at 2 µM | TRHR cells, calcium flux fluo-8, FDSS agonist mode; in the data active means activation above about 30%; further: 0% is about no effect
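TRHR-expressing cells, plated overnight in medium with 10% serum, were loaded with fluo-8 calcium dye at room temperature. After a 10 s baseline, library compound was pin-added and calcium release was recorded kinetically (ex 480/em 530) as agonist response.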
TRHR PAM = qHTS for Small Molecule Agonists and Allosteric Enhancers of Human TRH Receptor: Primary Screen for Enhancers | 360,000 compounds, 0.66% hits | AID 493056, 2011 | TRHR cells, fluo-8 calcium fluorescence, EC20 TRH enhancement | enhancement, % at 2 µM; in the data active means enhancement above about 30%; further: 0% is about no effect
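TRHR-expressing cells loaded with fluo-8 calcium dye were read kinetically (ex 480/em 530) during compound addition, then stimulated with an EC20 of TRH (10 nM final). Enhancement of the Gq-mediated intracellular calcium response was scored.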
PI4K2A block = qHTS for small molecular inhibitors of PI4K2A; purified PI4K2A, ADP-Glo luminescence, 1 h; active compounds read low; activity change, negative = inhibition, % at 76.9 µM; Phosphatidylinositol 4-kinase type 2-alpha (Homo sapiens), Q9BTU6; 420,000 compounds, 0.13% hits; AID 1346378, 2018; in the data active means activity change below about -50%; inconclusive means mostly about -30% to -49%;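 further: -100% = wells without enzyme as full effect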
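Compounds are screened against recombinant PI4K2A using PI as substrate and ATP, the latter dispensed at 300 microM. Reactions run one hour at ambient temperature before ADP-Glo detection; full inhibition defined by wells lacking enzyme.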
TrxR1 inh = qHTS Assay for Inhibitors of Mammalian Selenoprotein Thioredoxin Reductase 1 (TrxR1): qHTS; AID 588453, 2011; recombinant rTrxR1, NADPH fluorescence consumption, selenite substrate; Potency, µM (highest dose often 114 µM), for inactives: at the top dose activity change, negative = inhibition, usual class: inhibitors; 390,000 compounds, 1% hits; Thioredoxin reductase 1, cytoplasmic (Rattus norvegicus), O89049; further: potency means the concentration at half of the fitted maximal effect; on the % scale 0 is the no-effect control and ±100 the full control effect; nearly all actives have a fitted effect of over 65% in size
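Rat TrxR1 (90 nM in the dispensed reagent) was pre-reduced with 400 uM NADPH for 5 min at room temperature, then incubated with compound for 15 min. After 400 uM selenite was added, NADPH fluorescence (Ex 340/Em 450 nm) was followed for 8 min.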
USP1-UAF1 inh = Inhibitors of USP1/UAF1: Primary Screen | recombinant USP1/UAF1, Ub-Rhodamine cleavage fluorescence | 390,000 compounds, 0.23% hits | Potency, µM (top dose mostly 57.1 µM), inactives show at the top dose activity change, negative = inhibition, usual class: inhibitors; further: potency means the concentration at half of the fitted maximal effect; on the % scale 0 is the no-effect control and ±100 the full control effect; nearly all actives have a fitted effect of over 60% in size; inactives centre near -12
Target sequence (O94782 whole entry, looked up): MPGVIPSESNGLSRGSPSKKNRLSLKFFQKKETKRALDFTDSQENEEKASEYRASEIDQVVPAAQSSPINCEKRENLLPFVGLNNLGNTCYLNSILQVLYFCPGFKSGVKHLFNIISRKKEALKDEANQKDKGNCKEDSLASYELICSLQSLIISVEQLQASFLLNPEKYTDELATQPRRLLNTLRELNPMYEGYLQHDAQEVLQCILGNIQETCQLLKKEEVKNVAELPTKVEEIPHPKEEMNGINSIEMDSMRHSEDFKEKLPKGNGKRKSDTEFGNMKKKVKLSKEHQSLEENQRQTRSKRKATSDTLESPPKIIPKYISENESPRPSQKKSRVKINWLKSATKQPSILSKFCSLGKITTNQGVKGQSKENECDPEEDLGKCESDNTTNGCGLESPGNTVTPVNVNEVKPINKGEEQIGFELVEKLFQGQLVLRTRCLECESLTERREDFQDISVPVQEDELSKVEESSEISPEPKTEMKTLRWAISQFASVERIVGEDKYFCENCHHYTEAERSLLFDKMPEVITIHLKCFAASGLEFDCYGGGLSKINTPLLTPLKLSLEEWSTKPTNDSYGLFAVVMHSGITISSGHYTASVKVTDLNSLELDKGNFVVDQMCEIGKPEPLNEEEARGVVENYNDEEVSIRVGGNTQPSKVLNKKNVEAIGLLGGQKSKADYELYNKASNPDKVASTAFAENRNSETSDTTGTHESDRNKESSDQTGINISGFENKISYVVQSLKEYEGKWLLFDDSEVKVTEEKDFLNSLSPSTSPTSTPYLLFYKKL
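Step one: compound is pinned into 1nM USP1/UAF1 in HEPES pH 7.8 buffer with TCEP. Step two: 15 min room-temperature incubation. Step three: Ub-Rho (150nM final) starts cleavage, tracked by fluorescence over six one-minute reads.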
D2 antagonist = HTS Assay for Allosteric Antagonists of the Human D2 Dopamine Receptor: Primary Screen for Antagonists. D(2) dopamine receptor (Homo sapiens), P14416. HEK293 TREx D2 cells, calcium flux, dopamine EC80. inhibition, % at 10 µM. 340,000 compounds, 2% hits. AID 485344, 2010; in the data active means inhibition above about 30%; further: 0% is about no effect
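Calcium mobilization kinetics were recorded at 1 s intervals in tetracycline-induced HEK293 T-REx D2 cells, first for 180 s after compound addition and then 180 s after EC80 dopamine.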
Active calls of the source: *; ? = inconclusive; / = not tested or not shown; & = joins results of further samples; [ ] = dose if it differs, or a comment. Unless noted, the call rests on the fitted dose curve; in most records, active means well fitted inhibition curve with a large enough effect; inconclusive means small, poorly fitted or top-dose-only effect; inactive means no such curve, though single readings can be large or run the other way.

The line under a structure holds: mIDH1 inhibitor | TrxR1 substrate | D2 agonist | TRHR agonist | TRHR PAM | PI4K2A block | TrxR1 inh | USP1-UAF1 inh | D2 antagonist
- CCCCc1ccc(-c2ccc(Br)cc2O)nc1
  3% | 3% | -1.3 | -0.2 | 1 | 1 | 12% | -19% | -21
- C=C1CCN(C(C)C(=O)OC)S(=O)(=O)c2ccccc21 (centres undefined)
  -14%[38.3 µM] | -16%&-1% | -0.9 | -0.6 | -4 | 3 | -25%&9% | -11% | -13
- CC(=O)c1ccc(NC(=O)C(C)Sc2ccccn2)cc1 (centres undefined)
  -7% | -1% | -1.4 | -1.0 | 1 | -2 | 20% | -20% | -1
- COc1ccc(CNC(=O)c2cccc(-n3cnc4cccnc43)c2C)cc1
  12% | -4% | 0.3 | 0.1 | -3 | -2 | 6% | -36% | /
- CCn1cc(CN2CCC(C(=O)Nc3cccc(-c4cscn4)c3)CC2)cn1
  7% | -11% | 0.3 | 0.2 | 4 | 12 | -14% | -8% | 11
- CCOC(=O)/C(Sc1nc(-c2ccccc2)cc(-c2ccccc2)c1C#N)=C(\C)O
  0% | 4%[57.1 µM] | 0.6 | 0.8 | 4 | -7 | 8%[57.1 µM] | -18% | -8
- COc1ccccc1NC(=O)CN1C(=O)CCSc2ccccc21
  14% | -2% | -0.2 | 0.0 | 2 | -4 | 5% | -18% | /
- O=C(CN1CCN(c2cccc(Cl)c2)CC1)Nc1ccc([N+](=O)[O-])cc1C(=O)Nc1ccccc1F
  -3% | -1% | 0.0 | -0.4 | 2 | -5 | 11% | -6% | 7
- COc1ccc(/C=C/C(=O)OCC(=O)N2CC(=O)Nc3ccccc32)cc1
  10% | -9% | / | -1.4 | 4 | 1 | -9% | -22% | /
- O=c1c2ccccc2nc(-c2ccco2)n1-c1nc2ccccc2s1
  0% | -6%[57.1 µM] | -0.8 | -0.9 | 0 | 8 | -8%[57.1 µM] | -1% | -1
- CC(=O)c1cccc(CN2CCC(CO)(CCOc3ccccc3)CC2)c1
  1% | 1% | 2.1 | 0.1 | 1 | -4 | 26% | -15% | 7
- O=C(COc1ccc(F)cc1)OCc1cc(=O)n2nc(C3CC3)sc2n1
  -4% | 7%[57.1 µM] | 0.5 | 0.3 | 4 | -2 | 11%[57.1 µM] | -3% | /
- CC[C@]12c3[nH]c4ccc(OC)cc4c3CCN1C(=O)C(CC(=O)NCCN1CCOCC1)C[C@@H]2C(=O)N1CCN(C(=O)C2CC2)CC1 (some centres undefined)
  -5% | -9% | / | / | / | -6 | -2% | -8% | /
- O=C(c1cnc(N2CCOCC2)c2ccccc12)N1CCN(c2ccccc2)CC1
  -4% | 6%[57.1 µM] | 2.6 | 0.0 | -1 | -1 | 18%[57.1 µM] | -20% | /
- Cc1cc(=O)n(C)c(=O)n1CCCCCN1CCCC1
  0% | 10%[57.1 µM] | 1.1 | 2.2 | 2 | 8 | 6%[57.1 µM] | -16% | 9
- O=C1CCCc2nn(-c3ccccc3)c(-c3ccncc3)c21
  2% | -6% | 0.6 | 0.2 | -2 | 3 | -2% | -15% | -9
- CCN1CCc2nc3sc(C(=O)Nc4cccc(Cl)c4C)c(N)c3cc2C1
  3% | 11% | -0.8 | -0.9 | 10 | -8 | 40%[activator] | ? | /
- CCOC(=O)C1CCN(Cc2ccc(Cl)c(Cl)c2)CC1
  6% | -10% | 1.7 | -0.2 | 1 | 8 | 7% | -18% | -35
- O=C1CCc2cc(NS(=O)(=O)c3ccc([N+](=O)[O-])cc3)cc3c2N1CC3
  13% | 4% | -0.2 | -0.4 | 4 | 5 | 8% | -7% | -8
- O=C1c2ccccc2CN1Cc1ccccc1
  11% | -2% | -1.0 | 0.2 | 1 | -1 | -7% | -13% | -6
- CN(C)S(=O)(=O)c1cccc(NC(=O)CCCC2CCCCC2)c1
  -9% | 1% | / | / | / | 0 | 17% | -27% | /
- O=C(c1ccc(OC2CCN(Cc3ccccn3)CC2)cc1)N1CCC[C@H]1CO
  10% | -12% | -0.2 | -0.5 | -4 | -2 | -28% | -2% | -4
- CCOC(=O)c1c(-c2cccs2)csc1NC(=O)CN(CC)CC
  -5% | -3% | 0.0 | 0.7 | -10 | 1 | 9% | -16% | 6
- Cc1cc(C)c(NC(=O)CNC(=O)COC(=O)CN2C(=O)NC3(CCCC3)C2=O)c(C)c1
  -8% | -1%[57.1 µM] | -0.2 | 0.4 | 1 | -1 | 0%[57.1 µM] | -7% | 12
- Cc1cccc2nc(-c3cccnc3)c(Nc3ccccc3)n12
  0% | -7% | -0.4 | -0.6 | -1 | 10 | -7% | -16% | 2
- CCCCCN(C(=O)CCC(=O)OC(C)C(=O)Nc1cccc(C#N)c1)c1c(N)n(CCCC)c(=O)[nH]c1=O (centres undefined)
  -5% | -2%[57.1 µM] | -1.4 | 0.1 | 4 | 3 | -5%[57.1 µM] | -3% | 8
- CC1CCCCC1NC(=O)/C(C#N)=C/C=C/c1ccccc1[N+](=O)[O-] (centres undefined)
  -3% | 0% | -0.4 | 0.7 | 9 | 4 | -7% | -19% | 8
- O=C(CCC(=O)OCC(=O)c1ccc(Br)cc1)Nc1cccc2cccnc12
  6% | -7% | 0.2 | 0.5 | -5 | 3 | -11% | -15% | -10
- CN(CCCN1CCOCC1)Cc1nc(-c2ccccc2)no1
  7% | 0% | 0.3 | 0.1 | -7 | 8 | 9% | -18% | -10
- O=C(c1ccc2nc(N3CCCCC3)sc2c1)N1CCN(c2ccccn2)CC1
  12% | -6% | -0.9 | -1.7 | -1 | -5 | -10% | ? | -4
- O=C(COC(=O)c1ccc(S(=O)(=O)N2CCCCC2)cc1)Nc1ccccc1
  2% | 0% | 1.5 | 1.3 | 8 | 4 | 22% | -12% | -14
- CCCN(CCC)C(=O)Cn1c(=O)n(-c2ccc(OC)cc2OC)c(=O)c2c3c(sc21)CCC3
  3% | 3% | -0.7 | -0.6 | -7 | -3 | 10% | -5% | /
- Cc1cn(C2CCCCC2)c(=O)n(-c2ccccc2)c1=O
  6% | 2% | / | / | / | -4 | 9% | -10% | /
- CN(Cc1nccs1)C(=O)c1ccc(OC2CCN(CCc3ccccc3)CC2)cc1
  2% | -5% | 0.7 | 1.2 | 5 | 8 | -9% | -15% | 19
- CCOc1ccc(OCc2cccc(C(=O)O)c2)cc1
  -4% | 2%[57.1 µM] | -0.4 | 0.4 | -5 | -58* | -6%[57.1 µM] | -17% | -16
- C=CCN(c1ccccc1)S(=O)(=O)c1cccc(C(=O)N2CCN(c3ncccn3)CC2)c1
  6% | -1% | -1.2 | 0.1 | -5 | 5 | -7% | -10% | -29
- COc1cccc(NC(=O)CCCN2C(=O)C3CC=CCC3C2=O)c1 (centres undefined)
  23% | 7% | -0.1 | 0.2 | -3 | 7 | 23% | -28% | -1
- Cc1ccccc1Cn1nnc(-c2ccc(F)cc2)n1
  -5% | 2% | 0.5 | -0.3 | 13 | 9 | 20% | -16% | 6
- CCn1c(C(=O)Nc2cc(Cl)ccc2C)cc2sc(Cl)cc21
  / | 9% | 0.2 | -0.4 | 0 | 0 | 32% | -27% | /
- CCOC(=O)c1ccc(-n2ncc(C(=O)OCC)c2N)cc1
  9% | -6%[57.1 µM] | 0.4 | -0.2 | -1 | -4 | 9%[57.1 µM] | -16% | -32

Sorted by count of non-hydrogen atoms (highest first): part of the list above.
The line under a structure holds: mIDH1 inhibitor | TrxR1 substrate | D2 agonist | TRHR agonist | TRHR PAM | PI4K2A block | TrxR1 inh | USP1-UAF1 inh | D2 antagonist
- CCCN(CCC)C(=O)Cn1c(=O)n(-c2ccc(OC)cc2OC)c(=O)c2c3c(sc21)CCC3
  3% | 3% | -0.7 | -0.6 | -7 | -3 | 10% | -5% | /
- C=CCN(c1ccccc1)S(=O)(=O)c1cccc(C(=O)N2CCN(c3ncccn3)CC2)c1
  6% | -1% | -1.2 | 0.1 | -5 | 5 | -7% | -10% | -29
- CN(Cc1nccs1)C(=O)c1ccc(OC2CCN(CCc3ccccc3)CC2)cc1
  2% | -5% | 0.7 | 1.2 | 5 | 8 | -9% | -15% | 19
- O=C(c1ccc2nc(N3CCCCC3)sc2c1)N1CCN(c2ccccn2)CC1
  12% | -6% | -0.9 | -1.7 | -1 | -5 | -10% | ? | -4
- O=C(COC(=O)c1ccc(S(=O)(=O)N2CCCCC2)cc1)Nc1ccccc1
  2% | 0% | 1.5 | 1.3 | 8 | 4 | 22% | -12% | -14
- COc1cccc(NC(=O)CCCN2C(=O)C3CC=CCC3C2=O)c1 (centres undefined)
  23% | 7% | -0.1 | 0.2 | -3 | 7 | 23% | -28% | -1
- CN(CCCN1CCOCC1)Cc1nc(-c2ccccc2)no1
  7% | 0% | 0.3 | 0.1 | -7 | 8 | 9% | -18% | -10
- CCn1c(C(=O)Nc2cc(Cl)ccc2C)cc2sc(Cl)cc21
  / | 9% | 0.2 | -0.4 | 0 | 0 | 32% | -27% | /
- Cc1cn(C2CCCCC2)c(=O)n(-c2ccccc2)c1=O
  6% | 2% | / | / | / | -4 | 9% | -10% | /
- CCOc1ccc(OCc2cccc(C(=O)O)c2)cc1
  -4% | 2%[57.1 µM] | -0.4 | 0.4 | -5 | -58* | -6%[57.1 µM] | -17% | -16

Screening results as filed in PubChem.
